14-3-3g Raf: modulators of 14-3-3 gamma protein binding, primary screen, biochemical, fluorescence polarization | FP, 14-3-3gamma / TMR-pS259-Raf peptide binding | inhibition, % at 40 µM | 160,000 compounds, 0.19% hits; in the data active = inhibition above about 30%;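 note: 0% = protein plus tracer without compound and 100% = blank with tracer alone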
Target sequence (P61981 whole entry, looked up): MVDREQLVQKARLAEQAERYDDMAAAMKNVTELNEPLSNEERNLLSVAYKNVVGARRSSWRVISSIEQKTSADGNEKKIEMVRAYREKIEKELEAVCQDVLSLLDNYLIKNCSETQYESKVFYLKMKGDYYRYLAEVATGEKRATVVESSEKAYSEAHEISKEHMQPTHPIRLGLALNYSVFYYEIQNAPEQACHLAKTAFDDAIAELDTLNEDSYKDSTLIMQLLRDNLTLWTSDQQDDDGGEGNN
* = called active by the depositor. An excerpt; count on the stated rates, not on these rows.

`COc1cccc(-n2c(SCC(N)=O)nnc2-c2c[nH]c3ccccc23)c1` gave 14-3-3g Raf 3.
`CCOC(=O)N1CCN(C(=O)c2nn(-c3cc(OC)cc(OC)c3)c(=O)c3ccccc23)CC1` gave 14-3-3g Raf -2.
O=C(Cc1cccs1)NCc1ccncc1 was read as 14-3-3g Raf 9.
For Cc1csc(-c2c(C(F)(F)F)oc3cc(O)c(C)cc3c2=O)n1 the results were 14-3-3g Raf -21.
Cc1cnc(NC(=O)CSc2nnc(COc3ccc4c(c3)CCCC4)o2)s1 was read as 14-3-3g Raf -5.
Screening COc1cccc(OC)c1OCCCOc1c(OC)cccc1OC returned 14-3-3g Raf -4.
`CCOC(=O)C(NS(=O)(=O)c1ccc2ccccc2c1)C(O)c1ccccc1` (centres undefined) gave 14-3-3g Raf -3.
COc1ccc2[nH]c3nc(SCc4nnc(-c5ccccc5)o4)nnc3c2c1 was read as 14-3-3g Raf -40.
For O=C(Nc1ccc(C(=O)c2ccc(Cl)cc2)c(Cl)c1)c1cc(Cl)ccc1O the results were 14-3-3g Raf 2.
For Cc1ccc(C)c(N2C(=O)c3ccc(Oc4cccc([N+](=O)[O-])c4)cc3C2=O)c1 the results were 14-3-3g Raf -29.
`NC(=O)CSc1nnc(-c2ccc(S(=O)(=O)N3CCCC3)cc2)n1Cc1ccco1` gave 14-3-3g Raf -7.
`NC1=NC(=O)CC(C(=O)Nc2cc(C(F)(F)F)ccc2Cl)S1` (centres undefined) gave 14-3-3g Raf -6.
For Cc1c(C(=O)NCCC2=CCCCC2)sc2ncn(CC(=O)N3CC(C)CC(C)C3)c(=O)c12 (centres undefined) the results were 14-3-3g Raf -7.
For O=C1NC2(CCCc3ccccc32)C(=O)N1Cc1nnc(-c2ccccc2Br)o1 (centres undefined) the results were 14-3-3g Raf -12.
O=C(C1CC1)N1N=C(c2ccc(Br)cc2)CC1(O)C(F)(F)F (centres undefined) was read as 14-3-3g Raf -12.
`O=C(c1cc2ccccc2oc1=O)N1CCSC1c1ccco1` (centres undefined) gave 14-3-3g Raf -3.
Screening COC(=O)c1ccsc1NC(=O)C1COc2ccccc2O1 (centres undefined) returned 14-3-3g Raf -4.
CNC(=O)c1c(NC(=O)c2nc3ccccc3s2)sc2c1CCC2 was read as 14-3-3g Raf -19.
Screening O=C(c1ccc([N+](=O)[O-])cc1)N1CCSC1c1ccc(Br)cc1 (centres undefined) returned 14-3-3g Raf 5.
`CC1(C)Oc2ccc(C(=O)N3CCOCC3)cc2N(CC(=O)Nc2ccccc2)C1=O` gave 14-3-3g Raf 1.
For COCCCn1c(Cc2ccccc2)nnc1SCC(=O)N1CCCCC1 the results were 14-3-3g Raf -6.
Screening Cc1ccc(-c2cc(C(F)(F)F)c(C#N)c(SCC(=O)Nc3ccccc3F)n2)cc1 returned 14-3-3g Raf -4.
For CC(C)OCCCNS(=O)(=O)c1cc(Br)cc2c1N(C(=O)C1CC1)CC2 the results were 14-3-3g Raf -2.
`O=C(NCCN1CCc2ccccc2C1)C1CCN(S(=O)(=O)N2CCC3(CC2)OCCO3)CC1` gave 14-3-3g Raf -5.
`COc1cccc(NC(=O)c2ncn[nH]2)c1` gave 14-3-3g Raf 4.
For CN1CCc2c(sc(NC(=O)c3ccc(S(=O)(=O)N4CCCC4)cc3)c2-c2nc3ccccc3s2)C1 the results were 14-3-3g Raf -75.
For COc1ccccc1NC(=O)CSc1nc2ncccc2[nH]1 the results were 14-3-3g Raf -5.
Clc1ccc(C2CC(c3ccc(Br)cc3)Nc3nnnn32)cc1 (centres undefined) was read as 14-3-3g Raf -7.
Screening CC(C)n1c(=N)c(C(=O)NCc2ccccc2)cc2c(=O)n3ccccc3nc21 returned 14-3-3g Raf -8.
For CCCn1c(C(C)NC(=O)CC)nc2ccccc21 (centres undefined) the results were 14-3-3g Raf -321.
Screening Cc1ccc(NC(=O)c2ocnc2C)cc1Cl returned 14-3-3g Raf -13.
Screening O=C1CC(N2CCN(c3ccc([N+](=O)[O-])cc3)CC2)C(=O)N1CCc1ccccc1 (centres undefined) returned 14-3-3g Raf 0.
`CCCCCOC(=O)C1=C(C)NC(=S)NC1c1ccccc1OC` (centres undefined) gave 14-3-3g Raf 1.
For Cc1csc(NC(=O)CSc2nc3sc(C)c(C)c3c(=O)[nH]2)n1 the results were 14-3-3g Raf -41.
For O=C(c1ccc(CS(=O)(=O)c2ccc(Br)cc2)o1)N1CCOCC1 the results were 14-3-3g Raf 0.
`Cc1ccc(-c2ccc(=O)n(CC(=O)NCCCN3CC(C)CC(C)C3)n2)cc1` (centres undefined) gave 14-3-3g Raf 4.

Part of the list above in order of SMILES length, rising.
Screening Cc1ccc(NC(=O)c2ocnc2C)cc1Cl returned 14-3-3g Raf -13.
`COc1cccc(NC(=O)c2ncn[nH]2)c1` gave 14-3-3g Raf 4.
For CCCn1c(C(C)NC(=O)CC)nc2ccccc21 (centres undefined) the results were 14-3-3g Raf -321.
For COc1ccccc1NC(=O)CSc1nc2ncccc2[nH]1 the results were 14-3-3g Raf -5.
`CCCCCOC(=O)C1=C(C)NC(=S)NC1c1ccccc1OC` (centres undefined) gave 14-3-3g Raf 1.
For COCCCn1c(Cc2ccccc2)nnc1SCC(=O)N1CCCCC1 the results were 14-3-3g Raf -6.
Clc1ccc(C2CC(c3ccc(Br)cc3)Nc3nnnn32)cc1 (centres undefined) was read as 14-3-3g Raf -7.
For Cc1csc(NC(=O)CSc2nc3sc(C)c(C)c3c(=O)[nH]2)n1 the results were 14-3-3g Raf -41.
Screening O=C(c1ccc([N+](=O)[O-])cc1)N1CCSC1c1ccc(Br)cc1 (centres undefined) returned 14-3-3g Raf 5.
For CC(C)OCCCNS(=O)(=O)c1cc(Br)cc2c1N(C(=O)C1CC1)CC2 the results were 14-3-3g Raf -2.
`Cc1ccc(-c2ccc(=O)n(CC(=O)NCCCN3CC(C)CC(C)C3)n2)cc1` (centres undefined) gave 14-3-3g Raf 4.
`CC1(C)Oc2ccc(C(=O)N3CCOCC3)cc2N(CC(=O)Nc2ccccc2)C1=O` gave 14-3-3g Raf 1.
Screening Cc1ccc(-c2cc(C(F)(F)F)c(C#N)c(SCC(=O)Nc3ccccc3F)n2)cc1 returned 14-3-3g Raf -4.
Screening O=C1CC(N2CCN(c3ccc([N+](=O)[O-])cc3)CC2)C(=O)N1CCc1ccccc1 (centres undefined) returned 14-3-3g Raf 0.
For CN1CCc2c(sc(NC(=O)c3ccc(S(=O)(=O)N4CCCC4)cc3)c2-c2nc3ccccc3s2)C1 the results were 14-3-3g Raf -75.

The listing continues:
`CCOC(=O)c1cnn2c(C(F)(F)F)cc(-c3ccc(Br)cc3)nc12` gave 14-3-3g Raf 6.
For Cn1cnnc1SCC(=O)c1cc2ccccc2oc1=O the results were 14-3-3g Raf -3.
CCOc1ccccc1NC(=O)Cn1nnc(C(=O)NCc2ccco2)c1N was read as 14-3-3g Raf 3.
For CC(C(=O)NCc1cccnc1)N(c1ccccc1)S(C)(=O)=O (centres undefined) the results were 14-3-3g Raf -385.
COc1ccc(S(=O)(=O)N2CCC(C(=O)N3CCC(Cc4ccccc4)CC3)CC2)cc1OC was read as 14-3-3g Raf -4.
`Cc1nc(NCCCO)c(C#N)c2c1COC(C)(C)C2` gave 14-3-3g Raf 0.
For O=C(Nc1cccc(-c2nnn(CC(=O)N3CCc4ccccc4C3)n2)c1)C1CCC1 the results were 14-3-3g Raf -1.
For COc1cc(C(c2nnnn2C2CCCC2)N2CCc3ccccc3C2)ccc1O (centres undefined) the results were 14-3-3g Raf -5.
For O=C(CC1(O)C(=O)N(CCc2ccccc2)c2ccccc21)c1ccc(-c2ccccc2)cc1 (centres undefined) the results were 14-3-3g Raf -6.
Cc1ccc(NC(=O)C2C3C=CC4(O3)C2C(=O)N(C2CCC(C)CC2)C4C(=O)NC2CCCC(C)C2C)cc1C (centres undefined) was read as 14-3-3g Raf -24.
O=C(OC(C(=O)NC1CCCC1)c1ccc(F)cc1)c1ccno1 (centres undefined) was read as 14-3-3g Raf 0.
For CN1CCN(c2ccc([N+](=O)[O-])cc2S(=O)(=O)N2CCCC2)CC1 the results were 14-3-3g Raf 39*.

Part of the list above in order of number of heavy atoms, largest number first.
For O=C(CC1(O)C(=O)N(CCc2ccccc2)c2ccccc21)c1ccc(-c2ccccc2)cc1 (centres undefined) the results were 14-3-3g Raf -6.
For CC(C(=O)NCc1cccnc1)N(c1ccccc1)S(C)(=O)=O (centres undefined) the results were 14-3-3g Raf -385.
For Cn1cnnc1SCC(=O)c1cc2ccccc2oc1=O the results were 14-3-3g Raf -3.

Additional structures:
Screening Cc1cc(=O)oc2c1c(-c1ccccc1)nn2-c1ccc(Cl)c(C(=O)O)c1 returned 14-3-3g Raf -12.
Screening CSc1nc(-c2ccco2)nc2c1c(=O)n(C)c(=O)n2C returned 14-3-3g Raf -4.
Screening Cc1cc(Br)ccc1NC(=O)CCNS(=O)(=O)c1ccc(Br)s1 returned 14-3-3g Raf 3.
c1csc(C2=NN3COc4ccccc4C3C2)c1 (centres undefined) was read as 14-3-3g Raf -5.
Screening O=C(Oc1ccc(Br)cc1C(=S)N1CCOCC1)c1ccc(Br)cc1 returned 14-3-3g Raf 2.
For CCOC(=O)CN(C#N)c1nc(C)cc(C)n1 the results were 14-3-3g Raf -4.
`CCOC(=O)c1ccc2[nH]c3c(c2c1)CCCCC3=O` gave 14-3-3g Raf -9.
`COC(=O)c1ccccc1NC(=O)Cn1cnc2c1c(=O)n(C)c(=O)n2C` gave 14-3-3g Raf 1.
For CCn1c(SCC(=O)c2cc(C)n(-c3ccc(C(=O)OC)cc3)c2C)nnc1-c1cccnc1 the results were 14-3-3g Raf 2.
Screening CCOc1ccc(Br)cc1S(=O)(=O)N1CC(C)OC(C)C1 (centres undefined) returned 14-3-3g Raf 4.
`COc1ccc(C2=NN(C(=O)c3ccc(Br)o3)C(c3ccc(OC)cc3)C2)cc1` (centres undefined) gave 14-3-3g Raf -23.
For Cc1ccccc1C(=O)Oc1cccc2cccnc12 the results were 14-3-3g Raf 1.
Screening CN(C)C(=O)c1cccc2c1NC(c1ccc(Br)cc1)C1CC=CC21 (centres undefined) returned 14-3-3g Raf -180.
FC(F)(F)c1cc(-c2cccs2)nc2c(-c3cccc(Br)c3)cnn12 was read as 14-3-3g Raf -21.
For O=[N+]([O-])c1cccc(N=Cc2ccc(OCc3cccc(Cl)c3)cc2)c1 the results were 14-3-3g Raf -1.
`NC(=O)c1nnn(Cc2ccccc2)c1N` gave 14-3-3g Raf -6.
For O=C(NCCc1ccccn1)c1n[nH]c(=O)c2ccccc12 the results were 14-3-3g Raf -7.
COc1c(Cl)cc(Cl)cc1/C=N/n1cnnc1 was read as 14-3-3g Raf -11.
`COc1ccc(-c2noc(CCC(=O)NCc3cccnc3)n2)cc1OC` gave 14-3-3g Raf -5.
Screening O=C(CCS(=O)(=O)C(Cl)Cl)OCc1cccc(Oc2ccccc2)c1 returned 14-3-3g Raf 0.
Screening COc1ccc(N=C2C(=O)Nc3ccccc32)c([N+](=O)[O-])c1 returned 14-3-3g Raf 0.
Screening COc1ccccc1C(=O)Nc1ccc2oc(-c3cccc4c(Br)cccc34)nc2c1 returned 14-3-3g Raf -42.
`O=C1C2CCCN2C(c2cccs2)N1c1ccc(Cl)cc1` (centres undefined) gave 14-3-3g Raf -13.
Screening CCC1CCCCN1S(=O)(=O)c1ccc(S(=O)(=O)N2CCN(S(=O)(=O)CC)CC2)cc1 (centres undefined) returned 14-3-3g Raf -6.
For O=C(CSc1nc(-c2ccccc2)cn1-c1ccccc1F)Nc1ccc(F)cc1 the results were 14-3-3g Raf 6.
Screening CC1CCCC(C)N1C(=O)c1ccc(N2CC3CC(C2)c2cccc(=O)n2C3)c([N+](=O)[O-])c1 (centres undefined) returned 14-3-3g Raf -2.
`O=C(CSc1nc2ccccc2s1)OCN1C(=O)c2ccccc2C1=O` gave 14-3-3g Raf -20.
Screening C=CCN(C(=O)CCS(=O)(=O)c1ccc(Br)cc1)c1ccccc1 returned 14-3-3g Raf -9.
Cc1c(C(=O)Nc2ccccc2F)sc2ncn(CC(=O)N3CC(C)CC(C)C3)c(=O)c12 (centres undefined) was read as 14-3-3g Raf -2.
Screening O=C(NC(=O)c1ccccc1)OCC(F)(F)F returned 14-3-3g Raf 2.
For COC(=O)CC1=C(C(=O)OC)C(c2cccs2)C(C#N)=C(N)O1 (centres undefined) the results were 14-3-3g Raf 0.
O=C(c1cc2nc(C3CC3)cc(C(F)F)n2n1)N1CCOCC1 was read as 14-3-3g Raf -39.
For CCOc1cccc(C(=O)Nc2ccc(Cl)c(-c3nc4ncccc4o3)c2)c1 the results were 14-3-3g Raf -7.
`COc1ccccc1Cc1nc(-c2ccc(Br)o2)no1` gave 14-3-3g Raf -7.
Cc1ccccc1Cn1c(CCCNC(=O)C(C)(C)C)nc2ccccc21 was read as 14-3-3g Raf -3.
`CCOC(=O)c1c(C)nc(-c2ccccc2)nc1NC(=O)C(C)C` gave 14-3-3g Raf 1.
Screening COC(=O)c1cc(C(=O)N2c3ccccc3Sc3ccccc32)cc([N+](=O)[O-])c1 returned 14-3-3g Raf 4.
For CCCCn1c(=N)n(CC(N)=O)c2ccccc21 the results were 14-3-3g Raf -3.
For N#Cc1c(NC(=O)CCCN2C(=O)c3ccccc3C2=O)sc2c1CCCC2 the results were 14-3-3g Raf 7.
For CCCOC(=O)c1ccc(Oc2cn[nH]c2-c2ccc(OCC)cc2O)cc1 the results were 14-3-3g Raf -6.
Screening CCN(CC)C(=O)CSc1nnc(-c2cccnc2)n1CCc1ccccc1 returned 14-3-3g Raf -6.
For CC(Sc1nc2ccc(Br)cc2[nH]1)C(=O)O (centres undefined) the results were 14-3-3g Raf -2.
Screening Cc1cc(Br)ccc1NC(=O)CCC(=O)Nc1ccc2nc(N3CCCCC3)cc(C)c2c1 returned 14-3-3g Raf -27.
Cc1ccc(S(=O)(=O)NC(=O)NCCc2ccc(S(N)(=O)=O)cc2)cc1 was read as 14-3-3g Raf 0.
COc1ccc(C(=O)COC(=O)c2ccc(N3C(=O)C4CC=CC(C)C4C3=O)cc2)cc1 (centres undefined) was read as 14-3-3g Raf -1.
For O=C(Nc1ccc2sccc2c1)c1ccc(S(=O)(=O)N2CCCc3ccccc32)cc1 the results were 14-3-3g Raf -56.
For COc1ccc(S(=O)(=O)N2CCC(C(=O)Nc3ccccc3F)CC2)cc1 the results were 14-3-3g Raf 4.
For CCCSC1=C(C#N)C(c2ccc(Cl)cc2Cl)CC(=O)N1 (centres undefined) the results were 14-3-3g Raf -2.
COC(=O)CSc1nnnn1-c1ccccc1 was read as 14-3-3g Raf 9.
